From PubChem
Nrf2 activator: activates Nrf2 signaling; AREc32 ARE-luciferase reporter (MCF7-derived line), luminescence, 24 h; Potency, µM (doses to about 46.1 µM), for inactives: top-dose activation, most hits filed as activators; actives 0.31% (n = 410,000); further: potency means the concentration at half of the fitted maximal effect; % of control where 0% means no effect; nearly all actives have a fitted effect of over 65% in size
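Each well held 1000 AREc32 cells, which were incubated with compound for 24 hr at 37 deg C after overnight attachment, and ARE reporter activity was quantified by firefly luciferase luminescence.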
IL2 activator: IL-2 activation | IL-2 activation reporter assay, cell-based qHTS; stimulated with anti-CD3/CD4/CD28 beads; in transgenic mouse T cells | activation, % (series mostly up to about 46 µM) | actives 0.065% (n = 360,000); in the data active means activation above about 50%; inconclusive means mostly about 30% to 49%; further: 0% is about no effect
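Screening format: compound pinned onto unstimulated transgenic mouse T cells, 60 min incubation, then anti-CD3/anti-CD4/anti-CD28 bead stimulation for 18 hours at 37 degrees C, followed by EGFP and DsRed detection.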
TGFb SMAD3 inh: TGF-b pathway inhibition; HepG2 CAGA-GFP TGF-b/SMAD3 reporter, GFP fluorescence, 18 h; TGF-beta stimulated, 500 pg/mL final; Potency, µM (highest dose often 46.1 µM), inactives show at the highest dose activity, negative = inhibition, hits mostly inhibitors; actives 1.2% (n = 410,000); AID 588855; further: potency means the concentration at half of the fitted maximal effect; on the % scale 0 is the no-effect control and ±100 the full control effect; nearly all actives have a fitted effect of over 65% in size
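Cell-based qHTS in HEPG2 carrying a CAGA-GFP Smad reporter; compounds added before 500 pg/mL final TGF-beta, 18 h incubation at 37 degrees C, GFP fluorescence quantified per cell by imaging cytometry.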
A549 viability: A549 cytotoxicity, counter-screen for Nrf2 inhibitors. A549 ARE-Fluc cells, CellTiter-Fluor viability, 18-24 h. Potency, µM (doses to about 46 µM), inactives show at the top dose activity change, negative = cytotoxicity, actives largely listed as inhibitors. actives 0.16% (n = 390,000); further: potency means the concentration at half of the fitted maximal effect; on the % scale 0 is the no-effect control and ±100 the full control effect
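A549 ARE_Fluc cells in 5% FBS OPTI-MEM were exposed to compounds in concentration-response for 18-24 h at 37 deg C. Viability was read by CellTiter-Fluor fluorescence (Ex 405/Em 525) after 30 min, before the luciferase read.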
EPAC2 agonist: activates human EPAC2 exchange factor; actives 0.079% (n = 360,000); Q8WZA2; Potency, µM (doses to about 154 µM), without a hit: top-dose activation, most hits filed as activators; EPAC2 activation, biochemical qHTS; response scale: 100% = 6.5 mM cAMP response; further: potency means the concentration at half of the fitted maximal effect; nearly all actives have a fitted effect of over 50% in size
Target sequence (Q8WZA2 whole entry, looked up): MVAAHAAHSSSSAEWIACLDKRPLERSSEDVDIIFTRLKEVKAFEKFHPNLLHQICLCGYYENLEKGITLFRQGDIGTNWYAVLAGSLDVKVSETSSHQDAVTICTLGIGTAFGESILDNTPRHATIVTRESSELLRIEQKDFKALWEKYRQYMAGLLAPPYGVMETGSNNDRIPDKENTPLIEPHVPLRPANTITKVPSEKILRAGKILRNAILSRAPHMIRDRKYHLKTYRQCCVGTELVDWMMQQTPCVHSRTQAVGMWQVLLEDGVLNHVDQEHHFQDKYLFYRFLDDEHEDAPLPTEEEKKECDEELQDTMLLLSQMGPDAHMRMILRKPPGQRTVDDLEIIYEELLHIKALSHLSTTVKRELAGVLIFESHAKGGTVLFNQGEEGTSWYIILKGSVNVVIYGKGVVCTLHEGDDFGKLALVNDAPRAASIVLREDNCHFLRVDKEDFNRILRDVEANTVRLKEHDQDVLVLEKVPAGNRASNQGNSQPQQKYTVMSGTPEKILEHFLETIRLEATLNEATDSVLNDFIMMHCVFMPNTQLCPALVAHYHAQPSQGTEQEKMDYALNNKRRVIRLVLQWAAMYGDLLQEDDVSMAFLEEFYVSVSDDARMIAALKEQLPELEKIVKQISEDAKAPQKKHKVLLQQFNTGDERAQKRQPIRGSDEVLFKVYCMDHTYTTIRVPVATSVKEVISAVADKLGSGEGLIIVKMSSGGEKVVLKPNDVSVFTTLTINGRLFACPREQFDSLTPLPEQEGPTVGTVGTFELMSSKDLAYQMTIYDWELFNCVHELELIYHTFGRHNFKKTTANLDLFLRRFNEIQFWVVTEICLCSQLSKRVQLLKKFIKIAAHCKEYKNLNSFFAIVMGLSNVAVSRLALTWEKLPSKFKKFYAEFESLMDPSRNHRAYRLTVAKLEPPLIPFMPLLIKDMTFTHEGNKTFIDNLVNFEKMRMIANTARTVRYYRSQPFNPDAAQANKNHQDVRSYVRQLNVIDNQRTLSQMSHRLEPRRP
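Setup: EPAC2 100 nM, labeled Rap1B complex 250 nM, free GDP 50 uM. Compound titrations pinned in, brief spin, 5 min room temperature incubation. Kinetic fluorescence read over 30 min, normalized to 6.5 mM cAMP.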
ATXN2 expr inh: reduces ATXN2 reporter expression in HEK-293 cells. HEK-293 ATXN2-luciferase reporter, luminescence, 24 h. Potency, µM (highest dose often 57 µM), for the others: top-dose activity change, negative = inhibition, most hits filed as inhibitors. actives 0.72% (n = 360,000); further: potency means the concentration at half of the fitted maximal effect; on the % scale 0 is the no-effect control and ±100 the full control effect; nearly all actives have a fitted effect of over 55% in size
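ATXN2-luciferase reporter cells (luciferase flanked by upstream and downstream ATXN2 gene portions) were treated 24 h at 37 °C with compounds at up to 57 uM. SteadyGlo luminescence gave expression; GF-AFC fluorescence gave viability.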
Nrf2 block: blocks Nrf2 signaling; A549 ARE-Fluc reporter, luciferase luminescence, 18-24 h; Potency, µM (series often up to 46 µM), for the others: top-dose activity change, negative = inhibition, most hits filed as inhibitors; actives 2.1% (n = 360,000); AID 504444; further: potency means the concentration at half of the fitted maximal effect; on the % scale 0 is the no-effect control and ±100 the full control effect; nearly all actives have a fitted effect of over 60% in size
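A549 ARE_Fluc cells, 5000/well, 5% FBS OPTI-MEM; compounds in dose-response, 18-24 h at 37 °C/5% CO2; CellTiter-Fluor viability read (Ex 405/Em 525), then BugLite luciferase luminescence = Nrf2 activity.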
ATXN viability: viability counter-screen for ATXN expression inhibitors; actives 0.49% (n = 400,000); Potency, µM (top dose mostly 56.7 µM), most hits filed as cytotoxic; AID 651635; S2 cells (HEK-293 line with an ATXN2-luciferase reporter) viability, CellTiter-Fluor protease fluorescence, 24 h; further: potency means the concentration at half of the fitted maximal effect; nearly all actives have a fitted effect of over 40% in size
HepG2 tox: kills HepG2 cells in TGF-b inhibitor counter-screen; AID 588856; Potency, µM (top dose mostly 46.1 µM), for the others: top-dose activity change, negative = cytotoxicity, usual class: cytotoxic; HepG2 CAGA-GFP viability, ATP luminescence, 18 h; actives 0.76% (n = 410,000); further: potency means the concentration at half of the fitted maximal effect; some results filed as inactive show a strong effect at the top dose
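CellTiter-Glo luminescence gave cytotoxicity after 18 hours at 37 degrees C. The cells were HepG2 CAGA-GFP in 1% FBS DMEM, stimulated with 500 pg/mL TGF-beta after compound addition. %Activity was normalised to no-cell wells (complete cell-killing) and DMSO (no toxicity), and curves were fitted and classified.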
* hit, by the source's call; i = inactive; ? = inconclusive; · = not tested or not shown; & = joins results of further samples; [ ] = dose if it differs, or a comment. Unless noted, the call rests on the fitted dose curve; in most records, active means well fitted curve in the direction sought with a large enough effect; inconclusive means small, poorly fitted or top-dose-only effect, or another doubt; inactive means no such curve, though single readings can be large; an effect the other way counts as inactive or inconclusive. A portion of the library. The share of hits here may be higher or lower than overall.

SMILES,Nrf2 activator,IL2 activator,TGFb SMAD3 inh,A549 viability,EPAC2 agonist,ATXN2 expr inh,Nrf2 block,ATXN viability,HepG2 tox
Cn1cnc(CCN)c1,-0.5%,0.1,-7%,-1%,6%,4%,-4%,i,-6%
COc1cc2c(cc1OC)C13CCN4CC5CCOC6CC(=O)N2C1C6C5CC43 (stereo not given),-0.3%,1.8,0%,1%,7%,9%,1%,i,5%
Cc1cc(OCC(=O)N2C[C@H]3C[C@@H](C2)c2cccc(=O)n2C3)c2c(C)c(C)c(=O)oc2c1,2.3%,-0.3,-1%,3%,-5%,-16%,1%,i,-3%
c1cncc(C2CCCCN2Cc2ccc3c(c2)OCO3)c1 (stereo not given),0.3%,1.1,-11%,-17%,10%,18%,-20%,i,6%
Cc1nc2ccccc2c(=O)n1-c1cccc([N+](=O)[O-])c1,15%,-0.8,-29%,-5%,-4%,·,3%,?,-38%
c1cncc(C2CCCCN2)c1 (stereo not given),-1.0%,-1.9,-12%,5%,4%,3%,-2%,i,-70%
CSc1nnc([C@@H](N)Cc2ccccc2)o1,0.1%,1.9,33%[activator],-3%,2%,0%,12%,i,3%
O=C(CCCOc1ccc(Cl)cc1Cl)N1CCC2(CC1)OCCO2,3.4%,0.2,-16%,8%,5%,32%[activator],·,i,-57%
CCc1ccc(/C=C(/C#N)C(N)=S)cc1,0.4%,-3.2,?,-2%,-9%,-13%,8%,?,4%
CCOP(=O)(OCC)C1(O)C(=O)Nc2ccccc21 (stereo not given),-0.2%[9.22 µM],0.1,3%,0%,-6%,4%,1%,i,-3%
C[C@@H]1O[C@@H](Oc2c(-c3ccc(O)c(O)c3)oc3cc(O)cc(O)c3c2=O)[C@H](O)[C@H](O)[C@H]1O,2.5%&0.1%,-0.4&2.3,6%&-1%,-9%&1%,2%&5%,-4%&-4%,?,?,21%&-9%
O=Cc1cn(Cc2ccccc2F)c2ccccc12,5.0%,-0.5,0.89µM*,-13%,11%,?,-18%,i,-28%
Cc1nn(Cc2ccccc2Cl)c(C)c1C(=O)NC1CCCc2ccccc21 (stereo not given),0.8%,1.3,-3%,-2%,2%,0%,9%,i,8%
CCCNC(=O)N1[C@H]2CC[C@@H]1C(C(=O)OC)=C(c1cc3ccccc3s1)C2,-0.7%,-0.6,-17%,-1%,7%,-14%,-29%,?,-11%
COc1cc(C=C2C(=O)NC(=O)NC2=O)ccc1OCc1ccc([N+](=O)[O-])cc1,2.8%,0.4,0%,-3%,-1%,48%[activator],7%,i,1%
CCOc1ccc(Br)c(C2(O)CC(C)N(C)CC2C)c1 (stereo not given),-0.3%,-0.2,23%,0%,19%,-15%,12%,i,-23%
O=C(Nc1cccc(C(F)(F)F)c1)C1CCCN1S(=O)(=O)c1cccc2nsnc12 (stereo not given),4.0%,·,?,-10%,·,?,?,·,-13%
COc1ccc(-c2cc(-c3ccccc3)[n+](C)c(-c3ccccc3)c2)cc1,5.8%,-0.6,?,?,10%,8.9µM*,?,i,-13%
NCCc1cc(O)c(O)cc1O,-1.0%&3.3%,0.0&-0.4,-1%&-13%,?,-9%&0%,3%&5%&-3%,?,?,2%&-5%
COc1ccccc1CN1CCNCC1,-0.4%,-1.3,3%,·,-9%,·,·,?,3%
CC(=O)N1CC(=O)Nc2ccc(C)cc2C1c1ccccc1 (stereo not given),-0.8%,-3.8,-13%,-4%,2%,28%,1%,i,-3%
Cc1cc(C)c(C(=O)CN2CCOCC2)c(C)c1,?,-1.3,?,1%,6%,-6%,·,i,1%
COc1cc2[nH]c(=O)n(-c3ccc(C)cc3)c(=O)c2cc1OC,-1.1%&-0.4%,0.1,4%&0%,-5%&1%,2%,16%&-1%,10%&-9%,i,-5%&-45%
CCC(C)n1c(C)cc(C(N)=O)c1C (stereo not given),0.1%,1.1,-18%,5%,9%,1%,9%,i,-12%

Compounds above that contain a halogen (5):
SMILES,Nrf2 activator,IL2 activator,TGFb SMAD3 inh,A549 viability,EPAC2 agonist,ATXN2 expr inh,Nrf2 block,ATXN viability,HepG2 tox
O=C(CCCOc1ccc(Cl)cc1Cl)N1CCC2(CC1)OCCO2,3.4%,0.2,-16%,8%,5%,32%[activator],·,i,-57%
O=Cc1cn(Cc2ccccc2F)c2ccccc12,5.0%,-0.5,0.89µM*,-13%,11%,?,-18%,i,-28%
Cc1nn(Cc2ccccc2Cl)c(C)c1C(=O)NC1CCCc2ccccc21 (stereo not given),0.8%,1.3,-3%,-2%,2%,0%,9%,i,8%
CCOc1ccc(Br)c(C2(O)CC(C)N(C)CC2C)c1 (stereo not given),-0.3%,-0.2,23%,0%,19%,-15%,12%,i,-23%
O=C(Nc1cccc(C(F)(F)F)c1)C1CCCN1S(=O)(=O)c1cccc2nsnc12 (stereo not given),4.0%,·,?,-10%,·,?,?,·,-13%

Next part:
SMILES,Nrf2 activator,IL2 activator,TGFb SMAD3 inh,A549 viability,EPAC2 agonist,ATXN2 expr inh,Nrf2 block,ATXN viability,HepG2 tox
O=c1c2ccccc2nc(-c2ccco2)n1-c1ccc(Br)cc1,-0.7%,3.4,-18%,-11%,-4%,0%,5%,i,15%
CCn1c(=O)cc(OCC(=O)N2CCN(Cc3ccc4c(c3)OCO4)CC2)c2ccccc21,-0.4%,-1.6,-2%,-4%,8%,·,-24%,·,-9%
O=C1/C(=C/c2ccc3c(c2)OCO3)N2CCC1CC2,2.4%,-1.1,1%,8%,9%,-9%,10%,i,5%
O=C(CN1CC(c2ccccc2)CC1=O)Nc1ccc(F)cc1 (stereo not given),-1.3%,-1.4,-13%,3%,11%,4%,9%,i,-2%
CCOC(=O)C1(CCOc2ccccc2)CCN(C(C)CSC)CC1 (stereo not given),-0.4%,0.6,0%,-11%,2%,?,1%,i,-27%
Cc1cccc(C(C)C)c1NC(=O)Cn1c(=O)oc2cc(S(=O)(=O)N3CCCC3)ccc21,0.3%,·,·,-4%,·,·,-13%,·,-13%
O=C(NC1CCCCC1)N1Cc2ccccc2-n2nncc2C1,4.0%,-0.6,-4%,19%,9%,9%,9%,i,2%
O=C1NC(=O)C(=Cc2ccc(-c3ccc(S(=O)(=O)N4CCOCC4)cc3)o2)C(=O)N1,-0.2%,2.3,-6%,0%,5%,2%,-5%,i,-10%

Part of the list above with just ATXN viability and A549 viability:
| compound | ATXN viability | A549 viability |
| --- | --- | --- |
| O=C(NC1CCCCC1)N1Cc2ccccc2-n2nncc2C1 | i | 19% |
| O=C1NC(=O)C(=Cc2ccc(-c3ccc(S(=O)(=O)N4CCOCC4)cc3)o2)C(=O)N1 | i | 0% |

Following part:
SMILES,Nrf2 activator,IL2 activator,TGFb SMAD3 inh,A549 viability,EPAC2 agonist,ATXN2 expr inh,Nrf2 block,ATXN viability,HepG2 tox
Cc1nn(Cc2ccccc2)c(Cl)c1C(=O)NC1CCCc2ccccc21 (stereo not given),0.0%,-0.8,-11%,12%,11%,-11%,0%,i,-19%
COc1ccccc1N(CC(=O)NC1CCCC1)C(=O)c1cnn(C(C)C)c1,0.2%,-1.3,-25%,11%,-7%,5%,29%,i,-7%
CC(C)C12CN3CCN(CC(C3)C1O)C2 (stereo not given),-0.7%,-4.0,?,10%,-3%,-7%,·,i,-5%
CCOC(=O)Cn1cc([N+](=O)[O-])nc1[N+](=O)[O-],6.3%,0.5,?,-10%,-1%,8%,-27%,i,11µM*
CCOc1cc2c(cc1OCC)-n1cccc1C(c1ccc(C)cc1C)NC2 (stereo not given),8.3%,0.3,?,2%,13%,?,3%,?,-17%
CC(C)COC(=O)c1ccccc1C(=O)OCC(C)C,-0.8%,-1.7,2%,1%,-6%,-14%,-15%,i,-16%
C[N+]1(C)C2CCC1CC(OC(=O)C(CO)c1ccccc1)C2 (stereo not given),0.5%,-2.6,4%,0%,6%,·,0%,?,-11%
CN1C(=O)NC(=O)[C@]2(Cc3ccccc3N3CCN(c4ccccc4)CC32)C1=O (stereo not given in full),2.0%,0.3,-6%,6%,14%,14%,0%,i,-34%
Cc1cc(-n2c(/C=C/c3cccs3)nc3ccccc3c2=O)ccc1Br,2.9%,·,-2%,-3%,·,·,·,·,-10%
COCCCn1c(-c2ccc(OC)cc2)cc(C(=O)NC2CCCCCCC2)c1C,21%,12,?,-20%,5%,-15%,?,i,-19%
Cc1ccc(NC(=O)Cn2cc(C(=O)c3ccccc3)c3ccccc32)c(C)c1,5.0%,·,-18%,-16%,·,·,?,·,-13%
COc1ccc(-n2c(O)c(C=NCc3ccc4c(c3)OCO4)c(=O)[nH]c2=O)cc1,-0.3%,0.1,14%,-2%,3%,6%,-3%,i,-38%
O=c1[nH]c(=O)n(-c2cccc(Cl)c2)c(O)c1C=NCCN1CCCCC1,0.1%,-2.8,-5%,-6%,1%,1%,8%,i,2%
CC1CN=C(Nc2ccc(N(C)C)cc2)S1 (stereo not given),3.1%,-1.3,4%,-5%,8%,5%,16%,i,-10%
COc1ccc(N2C(=O)CC(N3CC=C(c4ccccc4)CC3)C2=O)cc1 (stereo not given),-0.2%,-1.0,-18%,-8%,3%,4%,12%,i,6%
CC(=O)c1cn(CCCOc2ccccc2)c2ccccc12,6.4%,-3.9,?,-15%,8%,·,21µM*,?,-33%
Nc1cc(Cl)cc(C(=O)O)c1Cl,-1.0%,0.0,-8%,-1%,7%,5%,-2%,i,-20%
C[C@]12C=CC(=O)C=C1CC[C@@H]1C2=CC[C@]2(C)[C@@H](C(=O)CN3CCN(c4cc(N5CCCC5)nc(N5CCCC5)n4)CC3)CC[C@@H]12,18%,-0.4,2%,-11%,-1%,-22%,-8%,?,25µM*
